Screens: PubChem, Johns Hopkins Ion Channel Center
TMEM16A act: mouse TMEM16A channel activation, primary screen. Q8BHY3. hit rate 0.3% among 340,000. HEK293 TMEM16A/YFP-H148Q/I152L, iodide quench fluorescence; active compounds read low. B-score at 10 µM;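 active means fluorescence-ratio B-score plate-corrected deviation score at least 3 library SD below zero, with starting fluorescence score within 5 deviations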;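 further: channel opened by trigger with iodide after compound preincubation; score built on the fluorescence ratio of max minus min over baseline; more negative score means more quench and so TMEM16A activation or potentiation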
Target sequence (Q8BHY3 whole entry, looked up): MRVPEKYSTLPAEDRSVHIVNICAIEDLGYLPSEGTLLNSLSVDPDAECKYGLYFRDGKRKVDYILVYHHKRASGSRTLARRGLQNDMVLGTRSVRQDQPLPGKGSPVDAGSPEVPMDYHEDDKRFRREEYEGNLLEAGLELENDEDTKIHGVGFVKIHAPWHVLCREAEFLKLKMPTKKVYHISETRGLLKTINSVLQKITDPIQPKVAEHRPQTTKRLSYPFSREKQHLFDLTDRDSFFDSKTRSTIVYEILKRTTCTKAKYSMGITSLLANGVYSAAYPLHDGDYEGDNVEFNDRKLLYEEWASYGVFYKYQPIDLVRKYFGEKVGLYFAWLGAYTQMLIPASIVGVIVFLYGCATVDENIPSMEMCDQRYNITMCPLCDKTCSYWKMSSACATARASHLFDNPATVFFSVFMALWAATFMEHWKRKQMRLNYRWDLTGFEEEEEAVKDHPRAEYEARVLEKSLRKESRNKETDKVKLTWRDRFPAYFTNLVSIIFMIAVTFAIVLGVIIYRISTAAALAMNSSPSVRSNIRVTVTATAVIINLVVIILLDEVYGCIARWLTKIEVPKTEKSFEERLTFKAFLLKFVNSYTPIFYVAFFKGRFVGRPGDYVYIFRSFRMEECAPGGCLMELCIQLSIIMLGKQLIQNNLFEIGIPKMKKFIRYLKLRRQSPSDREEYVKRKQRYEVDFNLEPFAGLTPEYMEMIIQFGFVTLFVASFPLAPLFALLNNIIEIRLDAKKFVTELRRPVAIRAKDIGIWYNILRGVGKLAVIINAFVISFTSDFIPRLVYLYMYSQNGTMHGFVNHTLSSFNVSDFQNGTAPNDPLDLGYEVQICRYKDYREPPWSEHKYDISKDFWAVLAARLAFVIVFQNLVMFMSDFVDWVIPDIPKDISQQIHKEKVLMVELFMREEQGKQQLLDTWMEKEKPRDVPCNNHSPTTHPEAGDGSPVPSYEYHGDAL
TRPC4 potent: allosterically enhances the mouse TRPC4 cation channel; AID 2227; hit rate 0.42% among 310,000; B-score at 10 µM; Q9QUQ5; HEK293 TRPC4beta/mu-opioid, DAMGO EC20, Fluo-4 Ca2+ flux; active compounds read high;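 active means B-score of calcium response area above 5 SD of library B-scores, with initial fluorescence ratio within 5 SD of library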;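 further: B-score of integrated fluorescence ratio over time as area under calcium response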
TRPC4 act: opens the mouse TRPC4 cation channel. Q9QUQ5. HEK293 TRPC4beta/mu-opioid, Fluo4 calcium fluorescence; active compounds read high. B-score at 10 µM. hit rate 0.49% among 310,000;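 active means B-score above 5 SD of library B-scores, and initial fluorescence ratio not above library mean plus 5 SD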;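 further: positive B-score marks a calcium rise read as TRPC4 activation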
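Incubation: 45 min room-temperature Fluo4 loading, 110 s read / System: HEK293 cells stably co-expressing mouse TRPC4beta and mu-opioid receptor / Signal: Fluo4 fluorescence, kinetic / Control set: buffer (low) and maximal DAMGO (high) / Measure: integrated baseline-normalised fluorescence ratio, converted to per-well B score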
TMEM16A inh: blocks the mouse calcium-activated chloride channel TMEM16A; Q8BHY3; HEK293 TMEM16A/YFP iodide influx fluorescence, ionomycin; normalized B-score (activity score, 25-100; higher = stronger inhibition) at 10 µM; hit rate 1.2% among 310,000;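 active means ratio plate-corrected score three or more library SD toward inhibition, starting fluorescence score within five deviations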;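 further: score derived from kinetic fluorescence span divided by baseline fluorescence per well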
TRPC4 block: TRPC4 (mouse) channel inhibition. HEK293 TRPC4beta/mu-opioid, DAMGO-evoked Fluo4 calcium flux; active compounds read low. AID 2247. hit rate 0.39% among 300,000. Q9QUQ5. B-score at 10 µM;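 active means B-score over 3 SD under the library average, no early fluorescence shift, positive overall ratio signal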
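Assay system: Stable TRPC4beta/mu-opioid receptor HEK293 cells | Reagent: DAMGO in two steps, submaximal then maximal | Compound dosing: Single concentration per test compound | Signal: Fluo4 Ca2+ flux fluorescence | Evaluation: Per-well B score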
TRPC6 inh: inhibitors of mouse TRPC6 channel. Q61143. HEK293-TRPC6, membrane potential dye, ACh-evoked depolarization; active compounds read low. B-score at 10 µM. hit rate 1.1% among 310,000. AID 2553;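 active means B-score under library mean minus 3 SD, initial fluorescence not abnormally high, positive integrated signal ratio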;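 further: B-score derived from integrated fluorescence ratio over the kinetic read; more negative B-score means stronger inhibition of depolarization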
TRPC6 activator: mouse TRPC6 channel activation | B-score at 10 µM | AID 2550 | hit rate 0.13% among 310,000 | HEK293-TRPC6 membrane potential dye fluorescence; active compounds read high;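 active means B-score of the integrated fluorescence ratio above library mean plus 3 SD, and starting fluorescence ratio within library mean plus 5 SD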;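 further: higher score means more depolarization so channel activation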
MrgX1 antagonist: blocks BAM8-22 activation of human MrgX1 receptor | hit rate 1.3% among 310,000 | B-score at 10 µM | Q96LB2 | AID 588676 | MRGX1-HEK293 calcium flux, Fluo-4, BAM8-22 antagonism; active compounds read low;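 active means calcium-response B-score plate-corrected more than 3 library SD below zero, starting fluorescence within 5 deviations, no agonist response on first addition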;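 further: peak minus trough fluorescence over baseline after final BAM8-22 challenge near maximal dose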
MrgX1 ag: human MrgX1 receptor agonism, primary screen | MrgX1-HEK293 cells, Fluo-4 calcium fluorescence, agonist mode; active compounds read high | Q96LB2 | B-score at 10 µM | hit rate 0.44% among 310,000;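 active means calcium response B-score plate-corrected fluorescence ratio at least 3 library SD, with starting fluorescence B-score inside 5 SD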
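Material: HEK293 cells stably expressing human MrgX1 receptor | Quantity: 15,000 cells per well | Times: Cells plated overnight, dye loaded 0.5 h 37 °C, 0.5 h room temperature | Measured by: Kinetic Fluo-4 NW fluorescence of intracellular calcium | Control set: Positive and negative controls per plate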
MrgX1 allo act: human MrgX1 positive allosteric modulation, primary screen. B-score at 10 µM. MrgX1-HEK293, Fluo-4 calcium flux, FDSS; active compounds read high. hit rate 0.63% among 310,000. AID 588675;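 active means plate-corrected calcium response at least 3 library SD above typical, normal starting fluorescence, not activating the receptor alone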;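 further: compound read alongside a low EC10 to EC30 dose of BAM8-22 agonist; peak minus trough fluorescence over baseline measured at the second addition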
RGS4 block: inhibitors of human RGS4. B-score at 10 µM. AID 463165. P49798. HEK293 M3R/RGS4 inducible, Fluo-4 calcium flux; active compounds read high; triggered by carbachol at its EC20. hit rate 0.45% among 310,000;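 active means B-score, a plate-corrected calcium signal, over three deviations above library mean, with baseline fluorescence within five deviations of library mean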;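 further: RGS4 expression induced by doxycycline in cells with stable M3 receptor; B-score is computed from the integrated fluorescence ratio over baseline after carbachol; higher B-score means a larger calcium signal and so more RGS4 inhibition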
* = called active by the depositor; i = inactive; · = no result given.

Compound | TRPC4 act | MrgX1 antagonist | TMEM16A inh | MrgX1 allo act | TMEM16A act | TRPC4 potent | RGS4 block | TRPC6 activator | TRPC6 inh | MrgX1 ag | TRPC4 block
COCC(=O)Nc1ccc(S(=O)(=O)Nc2ccccn2)cc1 | i | i | i | i | i | i | i | i | i | i | i
O=C(Nc1ccncc1)c1cccc(S(=O)(=O)N2CCc3ccccc32)c1 | i | i | i | i | i | i | i | i | i | i | i
CN1C(=O)Cc2cc(S(=O)(=O)N3CCN(c4cccc(Cl)c4)CC3)ccc21 | i | i | i | i | i | i | i | i | i | i | i
O=S(=O)(NCC1(N2CCOCC2)CCCCC1)c1ccccc1Cl | i | i | i | i | i | i | i | i | i | i | i
O=C(CCc1ccccc1)Nc1ccc(N2CCCCC2)cc1 | i | i | i | i | i | i | i | i | i | i | i
COC(=O)[C@H]1C[C@@H]1[C@H](NC(=O)[C@H]1C[C@@H]1[C@H](NC(=O)OCc1ccccc1)c1ccccc1)c1ccccc1 | i | i | i | i | i | i | i | i | i | i | i
CC(=O)N1CCc2cc(C(=O)CN3CCN(C(=O)c4ccco4)CC3)ccc21 | i | i | i | i | · | i | i | i | i | i | i
COc1ccc(OC)c(/C=C/C(=O)Oc2ccc(C(C)=O)cc2)c1 | i | i | i | i | i | i | i | i | i | i | i
CCCOc1cccc(C(=O)N(Cc2ccccc2)C2CCS(=O)(=O)C2)c1 (configuration not stated) | i | i | i | i | i | i | i | i | i | i | i
O=C(Nc1ncccc1O)c1ccc(S(=O)(=O)N2CCCC2)cc1 | i | i | i | i | i | i | i | i | i | i | i
COc1ccc(C(=O)NN2CC(O)=C(c3nc4ccccc4n3C)C2=N)cc1OC | i | i | i | i | i | i | i | i | i | i | i
CCc1ccccc1NC(=O)C/C(C)=N/NC(=O)COc1ccccc1C | i | i | i | i | i | i | i | i | i | i | i
COc1ccc(C2/C(=C(/O)c3ccccc3)C(=O)C(=O)N2c2ccccn2)cc1OC (configuration not stated) | i | i | i | i | i | i | i | i | i | i | i
CCOC(=O)N1CCN(C(c2cccnc2)c2ccc3cccnc3c2O)CC1 (configuration not stated) | i | i | i | i | i | i | i | i | i | i | i
COC(=O)CC(c1ccc(C(C)C)cc1)n1cccc1 (configuration not stated) | i | i | i | i | i | i | i | i | i | i | i
C=CCN1C(=O)CC(C(=O)NC)SC1=Nc1ccc(C(=O)OCC)cc1 (configuration not stated) | i | i | i | i | i | i | i | i | i | i | i
COc1cc(OC)c2c(c1O)OC(c1ccccc1)CC2=O (configuration not stated) | i | i | i | i | i | i | i | i | i | i | i
CN(C)C1=NCCN1CC1CCCC1 | · | i | i | i | i | · | · | · | · | i | ·
COc1ccc(Br)cc1CNC(=O)C1CCCN(S(C)(=O)=O)C1 (configuration not stated) | i | i | i | i | i | i | i | i | i | i | i
CC(=Nc1ccc(C)c(C)c1)C1=C(O)CCC1=O | i | i | i | i | i | i | i | i | i | i | i
COc1ccccc1NC(=O)OCC#CCOC(=O)Nc1ccccc1OC | i | i | i | i | i | i | i | i | i | i | i
N#Cc1ccc(C(=O)NC2CCCc3ccccc32)cc1 (configuration not stated) | i | i | i | i | i | i | i | i | i | i | i
COc1ccc(NC(=O)CNC(=O)Cn2cnc3sc(C)c(C)c3c2=O)cc1OC | i | i | i | i | i | i | i | i | i | i | i
CSc1nc2ccccc2n1C(=O)Oc1ccccc1 | i | i | i | i | i | i | i | i | i | i | i
CC(C)CCNC(=O)CSc1nc2ccsc2c(=O)n1NC(=O)c1ccccc1 | i | i | i | i | i | i | i | i | i | i | i
COc1cc(/C=N/NC(=O)C(=O)NCc2cccnc2)ccc1O | i | i | i | i | i | i | i | i | i | i | i
Cc1cc(C)c(S(=O)(=O)N2CCN(C(=O)N3CCOCC3)CC2)c(C)c1 | i | i | i | i | i | i | i | i | i | i | i
Cc1cccc(Cn2c(NCCO)nc3c2c(=O)n(C)c(=O)n3C)c1 | i | i | i | i | · | i | i | i | i | i | i
O=C(NNC(=O)C1CC2CCC1C2)c1ccccc1 (configuration not stated) | i | i | i | i | i | i | i | i | i | i | i
CC(=O)Nc1ccc(NC(=O)C(=O)NCC(c2ccco2)N2CCc3ccccc3C2)cc1 (configuration not stated) | i | i | i | i | i | i | i | i | i | i | i
Cc1cc(N2CCOCC2)n2cc(-c3ccc(F)cc3)nc2n1 | i | i | i | i | i | i | i | i | i | i | i
CS(=O)(=O)c1ccc2nc(NC(=O)CCN3C(=O)c4ccccc4C3=O)sc2c1 | i | i | i | i | i | i | i | i | i | i | i
CC(=O)c1ccc(NC(=O)c2ccccc2Sc2ncnc3sc(C)c(C)c23)cc1 | i | i | i | i | i | i | i | i | i | i | i
CS(=O)(=O)NNC(=O)c1cc2cc3ccccc3nc2s1 | i | i | i | i | i | i | i | i | i | i | i
O=C(NCCN1CCOCC1)c1cccc(S(=O)(=O)N2CCCCCC2)c1 | i | i | i | i | i | i | i | i | i | i | i
O=C(CCn1nc(-c2ccccc2)ccc1=O)N1CCN(c2ccccc2)CC1 | i | i | i | i | i | i | i | i | i | i | i
CCOc1ccc(-c2cnc3ccccc3n2)cc1 | i | i | i | i | i | i | i | i | i | i | i
CC(=O)NC1CSCC1OC(C)=O (configuration not stated) | i | i | i | i | i | i | i | i | i | i | i
CC(/C=C/c1ccccc1)=N/NC(=O)c1cnccn1 | i | i | i | i | i | i | i | i | i | i | i
CC(C)CNC(=S)NNC(=O)c1csc2c1CCCC2 | i | i | i | i | i | i | i | i | i | i | i
CCOC(=O)c1c(C)oc2c1c(C(c1ccccc1)N1CCOCC1)c(O)c1ccccc12 (configuration not stated) | i | i | i | i | i | i | i | i | i | i | i
CC(=O)OC(C)C[N+](C)(C)C (configuration not stated) | 57* | i | i | i | -7.27* | i | i | i | i | 119* | i
COCCC(=O)N1CCCC(N2CCN(c3ccc(F)cc3)CC2)C1 (configuration not stated) | i | i | i | i | i | i | i | i | i | i | i
COc1ccc(NC(=O)CN(C)C(=O)CC2CCCCC2)cc1 | i | i | i | i | i | i | i | i | i | i | i
c1ccc(-c2nnc(OCc3cccnc3)c3ccccc23)cc1 | i | i | i | i | i | i | i | i | i | i | i
CC(C)[C@H](NC(=O)CCn1nnc2ccccc2c1=O)C(=O)O | i | i | i | i | i | i | i | i | i | i | i
Cc1c(Cc2ccccc2)sc(NC(=O)c2ccco2)c1C(N)=O | i | i | i | i | i | i | i | i | i | i | i
NC(=O)c1c(NC(=O)c2ccc(S(=O)(=O)N3CCOCC3)cc2)sc2c1CCCCC2 | i | i | i | i | i | i | i | i | i | i | i
Cc1ccc(-c2nnc(N3CCN(C(=O)COc4ccccc4)CC3)c3ccccc23)cc1 | i | i | i | i | i | i | i | i | i | i | i
O=C1N=C(N2CCOCC2)S/C1=C1\C(=O)N(Cc2ccccc2)c2ccccc21 | i | i | i | i | i | i | i | i | i | i | i

Remaining list, next part:
Compound | TRPC4 act | MrgX1 antagonist | TMEM16A inh | MrgX1 allo act | TMEM16A act | TRPC4 potent | RGS4 block | TRPC6 activator | TRPC6 inh | MrgX1 ag | TRPC4 block
CCN1C(=O)c2cccc3c(S(=O)(=O)Nc4ccccc4O)ccc1c23 | i | i | i | i | i | i | i | i | i | i | i
COc1ccc2[nH]c(=O)c(CN(CC3CCCO3)C(=O)Nc3ccc(F)cc3)cc2c1 (configuration not stated) | i | · | · | · | i | i | i | i | i | · | i
O=C(NCc1cccc(Cl)c1)c1ccc(CS(=O)Cc2ccccc2Cl)o1 (configuration not stated) | i | i | i | i | i | i | i | i | i | i | i
O=C(CCCOc1ccccc1)Nc1ccc(Cl)cn1 | i | i | i | i | i | i | i | i | i | i | i
O=C(Nc1ccccc1Cl)c1c(F)c(F)c(F)c(F)c1F | i | i | i | i | i | i | i | i | i | i | i
CCOc1cc(CNCCc2ccc(S(N)(=O)=O)cc2)ccc1OCc1ccc(Cl)cc1 | i | i | i | i | i | i | i | i | i | i | i
COc1ccc(OCc2nc3c4cc(OC)c(OC)cc4nc(=S)n3[nH]2)cc1 | i | i | i | i | i | i | i | i | i | i | i
COc1ccccc1CNC(=O)Cn1nnc(-c2ccncc2)n1 | i | i | i | i | · | i | i | i | i | i | i
COCCNC(=O)C(c1ccc(O)cc1)N(Cc1ccccc1)C(=O)CCC(=O)Nc1nccs1 (configuration not stated) | i | i | i | i | i | i | i | i | i | i | i
COc1c([N+](=O)[O-])c(=O)n(-c2ccccc2)c2ccccc12 | i | i | i | i | i | i | i | i | i | i | i
O=C(/C=C/NNC(=O)c1ccc(Cl)cc1)c1ccccc1 | i | i | i | i | i | i | 6.12* | i | i | i | i
Cn1ncc2c(NCc3ccccc3)nc(NCCCO)nc21 | i | i | i | i | i | i | i | i | i | i | i
O=C(CN1CCN(S(=O)(=O)c2ccc(Br)cc2)CC1)Nc1ccc2c(c1)OCO2 | · | i | i | i | i | · | · | · | · | i | ·
Cc1ccccc1NC(=O)c1ccc(COc2ccc3c(C)cc(=O)oc3c2)cc1 | i | i | i | i | i | i | i | i | i | i | i
COC(=O)CCSCC(=O)N1N=C(c2ccc(OC)cc2)CC1c1cccc(OC)c1OC (configuration not stated) | i | i | i | i | i | i | i | i | i | i | i
Cc1ccc(-c2nc3nc4ccccc4nc3n2Cc2ccco2)cc1 | i | i | i | i | i | i | i | i | i | i | i
CCc1ccccc1NC(=O)CC1SCCNC1=O (configuration not stated) | i | i | i | i | i | i | i | i | i | i | i
Cc1ccc(C(=O)/C=C/Nc2ccc(S(=O)(=O)Nc3cc(C)nc(C)n3)cc2)cc1 | i | i | i | i | i | i | i | i | i | i | i
CC(NC(=O)CCC1COc2ccccc2O1)c1ccccc1 (configuration not stated) | i | i | i | i | i | i | i | i | i | i | i
